# ERK EGF inh: EGF-driven ERK pathway inhibition | AID 1454 | Potency, µM (titrated, usually from 11.5 µM), inactives show at the highest dose activity change, negative = inhibition, hits mostly inhibitors | 0.41% of 130,000 active | HEK293-V1b, EGF-stimulated phospho-ERK AlphaScreen; active = well fitted inhibition curve with a large enough effect; inconclusive = small, poorly fitted or top-dose-only effect, or effect the other way;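 note: plate controls were stimulated vehicle wells for no effect and unstimulated vehicle basal for full effect; nearly all actives have a fitted effect of over 55% in size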
#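 After overnight plating in 1% FBS, HEK293-V1b cells received test compound for half an hour, then a 5 min pulse of EGF (25 nM); ERK phosphorylation in lysates was read by bead-based AlphaScreen.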
# Active calls of the source: *; ? = inconclusive; & = joins results of further samples; [ ] = remark or other dose. Potency is the fitted concentration of half-maximal effect. These rows are one share of the data. The share of hits here may be higher or lower than overall.
ERK EGF inh	SMILES
0%	N#Cc1ccc(CN2CC[C@@]3(CCCN(C(=O)c4ccncc4)C3)C2)cc1
1%	COc1ccc(NS(=O)(=O)c2ccc3nc(COc4ccc(C#N)cc4)[nH]c3c2)cc1
4%	CCOC(=O)C1CCN(C2CC(=O)N(c3ccc(OCC)cc3)C2=O)CC1 (stereo unspecified)
-8%	O=C(CSc1nc2[nH]ncc2c(=O)n1-c1ccccc1Cl)N1CCCC1
5%	O=C(COc1ccccc1)NCC(=O)N/N=C/c1ccco1
6%	COC(=O)CCCC(=O)N1CCCC(CNS(=O)(=O)c2ccc(OC)cc2)C1 (stereo unspecified)
-7%	N#Cc1ccc(CSc2nnc3ccccn23)cc1
1%	CCOC(=O)c1[nH]c(C)c(C(=O)OCC(=O)N2CC(=O)Nc3ccccc32)c1C
13%	Brc1ccc(N=Cc2ccccn2)cc1
9%	Cc1n[nH]c(C)c1Sc1ccccc1N
0%	CCC1=C(OC(=O)N(CC)CC)N2C(=O)OC(=NCCc3c[nH]c4ccccc34)[C@]2(Cc2ccccc2)[C@H]2C1=CC[C@H]1C(=O)N(CC)C(=O)[C@H]12
-4%[57.5 µM]	CC(C)(C)OC(=O)NCCCCc1cn(CC(=O)N2CCN(C(=O)OC(C)(C)C)CC2)nn1
4%	CCn1c(-c2ccc(F)cc2)cnc1SCC(=O)N1CCc2ccccc21
1%	CN(C)S(=O)(=O)c1cccc(C(=O)OCC(=O)c2c(N)n(C)c(=O)n(C)c2=O)c1
-4%	CC1Cc2ccccc2N1C(=O)/C=C/c1cccc(F)c1 (stereo unspecified)
2%	COc1ccc(-n2c(SCC(=O)Nc3nc(C)cs3)nnc2-c2ccoc2C)cc1
10%[57.5 µM]	O=S(=O)(c1ccccc1C(F)(F)F)N1C=CC(C(F)(F)F)=NCC1
0%[57.5 µM]	CCC12CSc3nc(Cl)ccc3N1C(=O)C(=O)N2C (stereo unspecified)
0%	CC(=O)OCC(=O)c1ccc2ccn(C(C)=O)c2c1
-10%	COc1ccccc1-c1ccc(=O)n(CC(=O)NC2CCc3ccccc32)n1 (stereo unspecified)
0%[57.5 µM]	CC(=O)N(c1cccc(Cl)c1)c1nc(C)cc(C)c1C#N
0%	CCCCC[C@H](O)CC[C@H]1[C@H](O)CC(=O)[C@@H]1CCCCCCC(=O)O
8%	O=C(c1ccco1)N1CCC[C@@]2(CCN(Cc3ccccc3)C2)C1
3%	N#Cc1c(Nc2ccccc2)sc(C(=O)C2CC2)c1N
-4%[57.5 µM]	CCO[C@H]1OC(C(=O)N2CCN(C)CC2)=C[C@@H](C)[C@@H]1CCCO
-12%	COc1cccc(Nc2ncc3ncc(=O)n(C4CC4)c3n2)c1
-1%[57.5 µM]	CC1(C)Cc2c(sc3nc4n(-c5ccccc5)c(=O)c(CCC(=O)O)nn4c(=O)c23)CO1
?	CCOC(=O)CC1Sc2ccccc2NC1=S (stereo unspecified)
0%	COc1cccc2cc(C(=O)NNC(=O)c3ccc(Br)cc3)c(=O)oc12
0%	COC(=O)c1ccc(C)c(NC(=O)CN(c2ccccc2)S(=O)(=O)N(C)C)c1
-4%	CS(=O)(=O)N(CC(=O)Nc1ccccc1-c1ccccc1)c1ccccc1
-2%	Cc1nc2cncnc2n(-c2ccccc2)c1=O
13%[57.5 µM]	O=[N+]([O-])c1ccc(Oc2cccc(C(F)(F)F)c2)nc1
-12%[57.5 µM]	C#CCOCCOCCOCCNc1nc(N2CCOCC2)nc(N2CCN(C(=O)[C@H](Cc3cc4ccccc4[nH]3)n3cc([C@@H](N)C(C)CC)nn3)CC2)n1 (stereo partly specified)
0%	Cc1cc(NC(=O)Cn2nc(C)c([N+](=O)[O-])c2C)no1
3%	CCCN1CCN(CCCNC(=O)Cn2ncc3c4ccccc4n(C)c3c2=O)CC1
1%	Cc1ccn(CCC(=O)N2CCCC(CCC(=O)N3CCN(c4ccccn4)CC3)C2)n1 (stereo unspecified)
-3%	C=CCn1c(C(CC)CC(C)(C)O)n[nH]c1=S (stereo unspecified)
6%[57.5 µM]	S=C(N/N=C/c1ccc2c(c1)OCO2)NC1CC2CCC1C2 (stereo unspecified)
-9%[57.5 µM]	COC(=O)c1cccc(NC(=S)N2CCN(c3ccccc3F)CC2)c1
-6%[57.5 µM]	O=C1CCC/C1=C\Nc1ccc(Cl)c([N+](=O)[O-])c1
-6%	Cc1ccccc1/C=N/NC(=O)CSc1nc2ccccc2o1
-3%[57.5 µM]	Cc1ccc(NC(=O)CC2SCCNC2=O)cc1[N+](=O)[O-] (stereo unspecified)
-2%	CCCCc1nnc(NC(=O)C(C)Sc2nc(O)c(Cc3ccccc3)c(=O)[nH]2)s1 (stereo unspecified)
5%	CCOC(=O)c1ccc(NC(=S)N(CCN(C)C)Cc2cccs2)cc1
4%	COc1ccc(-c2[nH]ncc2C2N=C(N)Nc3nc4ccccc4n32)cc1 (stereo unspecified)
15%[57.5 µM]	Nc1ccccc1SC1CC(=O)N(c2ccc3c(c2)OCO3)C1=O (stereo unspecified)
-4%	CCCOc1c(Cl)cc(C(=O)NC)cc1OC
0%	CCCCNC(=S)N(C)/N=C/c1ccc2c(c1)OCO2
5%	O=C(/C=C/c1ccco1)Oc1cc(Br)cc(/C=N/NC(=O)c2ccccc2O)c1
?	COc1cc(CNCCNC(=O)c2nonc2N)ccc1OCc1ccc(Cl)cc1
-3%[57.5 µM]	Cc1cc(-c2nnc(CCC(=O)N(C)CCc3ccccc3)o2)no1
-1%	CCN(C(=O)COC(=O)c1cc(S(=O)(=O)N2CCOCC2)c(Cl)cc1Cl)C1CCS(=O)(=O)C1 (stereo unspecified)
4%	CC1CN(C(=S)SCCN2C(=O)CCC2=O)CC(C)O1 (stereo unspecified)
-3%	COc1ccccc1NC(=S)N1CCCc2ccccc21
-6%	CCCCn1c(N)c(N(CC)C(=O)CCc2ccccc2)c(=O)[nH]c1=O

# (continued)
ERK EGF inh	SMILES
13%	N/C(=N\OC(=O)CN1C(=O)c2ccccc2C1=O)c1ccc(Br)cc1
-4%[57.5 µM]	Nc1nc(CCl)nc(Nc2ccccc2)n1
-2%	O=C(c1cc(-c2cccs2)nc2ccccc12)N1CCN(c2ccccc2)CC1
-3%	CCOC(=O)NNC(=O)C12CC3CC(CC(C3)C1)C2
3%	O=C(Nc1ccc2c(c1)CCC2)c1cccc(F)c1
5%	S=c1[nH]nc(-c2ccccn2)n1/N=C/c1ccccc1
0%	CC(C)=CCCC1(C)C=Cc2c(c(C)cc3c2[nH]c2ccccc23)O1 (stereo unspecified)
-11%	O=C(NN1C(=O)c2ccccc2NC1c1ccc([N+](=O)[O-])o1)c1ccc([N+](=O)[O-])cc1 (stereo unspecified)
5%[57.5 µM]	O=C(/C=C/c1ccc2c(c1)OCO2)N1CCN(c2n[nH]c(=O)[nH]c2=O)CC1
27%	C/C(=N\NC(=S)NC1CCCCC1)c1ccccc1
5%	Cc1cccc(N2CCN(C(=O)CC(NC(=O)c3ccccc3)c3ccccc3)CC2C)c1 (stereo unspecified)
5%	CN(Cc1cn(-c2ccccc2)nc1-c1ccc(Cl)cc1)C(=O)CCC(=O)O
0%	CCCCC(=O)OCC(=O)c1[nH]c(C)c(C(C)=O)c1C
0%	O=C(NCc1ccncc1)c1cc(C(=O)C2CCCCC2)c[nH]1
0%	COc1cccc(OCCNC(=O)Nc2cc(F)c(F)cc2Cl)c1
-15%[57.5 µM]	C[C@@H]1CC=C[C@H]2[C@H]1C(=O)N(Cc1ccccc1)[C@H]2c1ccc2ccccc2c1/C=C/c1ccccc1
2%	CC(=O)c1cc2c(cc1N(C(=O)Cn1nnc3ccccc31)C(C(=O)NCCC(C)C)c1cccnc1)OCO2 (stereo unspecified)
?	CCSc1nnc(NC(=O)NC2CCCCC2)s1
-13%	COCCOC(=O)c1c(C)oc2ccc(OC(=O)c3ccco3)cc12
4%	O=C(CCCCN1CCCCC1)c1ccc2c(c1)Cc1ccccc1-2
1%	N=c1n(CC(=O)c2ccc([N+](=O)[O-])cc2)c2ccccc2n1Cc1ccccc1Cl
-6%	CN1CCN(C(=O)c2cnn(-c3ccccc3)c2NC(=O)c2ccccc2)CC1
6%	CN(C)c1ccc(NC(=O)c2ccc([N+](=O)[O-])cc2Cl)cc1
6%	CC1CC(C)(C)NC(=S)N1CCC(=O)N1CCN(c2ccccc2)CC1 (stereo unspecified)

# Part of the list above, as comma-separated lines:
Compound,ERK EGF inh
CCSc1nnc(NC(=O)NC2CCCCC2)s1,?
COCCOC(=O)c1c(C)oc2ccc(OC(=O)c3ccco3)cc12,-13%
O=C(CCCCN1CCCCC1)c1ccc2c(c1)Cc1ccccc1-2,4%
N=c1n(CC(=O)c2ccc([N+](=O)[O-])cc2)c2ccccc2n1Cc1ccccc1Cl,1%
CN1CCN(C(=O)c2cnn(-c3ccccc3)c2NC(=O)c2ccccc2)CC1,-6%
CN(C)c1ccc(NC(=O)c2ccc([N+](=O)[O-])cc2Cl)cc1,6%
CC1CC(C)(C)NC(=S)N1CCC(=O)N1CCN(c2ccccc2)CC1 (stereo unspecified),6%

# Going on with the list:
ERK EGF inh	SMILES
-1%	Cc1ccc(C(OCCN(C)C)c2cccc(C(F)(F)F)c2)cc1 (stereo unspecified)
5%	Cc1ccc(C)c(C(=O)Nc2cc(C)nn2-c2nc(C)cc(C)n2)c1
-5%[57.5 µM]	CCCOc1ccc(/C=N/NC(=O)CN(c2ccc(OCC)cc2)S(C)(=O)=O)cc1
-4%	CCSc1nnc(NC(=O)CCc2ccc(OC)cc2)s1
-5%	NC(=O)N1CCC2(CC1)NC(=O)N(c1ccccc1)N2
4%[57.5 µM]	Nc1c(C(=O)Nc2ccccc2F)sc2nc(-c3cccnc3)ccc12
2%	COc1ccc(C(=O)NNC(=O)CSc2nnc(C)n2C)cc1
-4%	OCC1(Cc2ccccc2C(F)(F)F)CCN(Cc2ccc3c(c2)CCO3)CC1
24%	CC(/C=C/c1ccccc1)=N/NC(=O)c1nc2nc(C)cc(C)n2n1
-4%	COc1cccc(CN2CCN(C(=O)c3cc(-c4cccnc4)nc4ccc(C)cc34)CC2)c1
-4%[57.5 µM]	N#CCSc1nnc(SCC#N)s1
8%&-36%	CCN1C(=O)N[C@@H](c2ccc(Br)cc2)C(C(=O)OC)=C1C
-4%	CN(CC(=O)N1CCCC1)S(=O)(=O)c1ccc2ccccc2c1
4%	Nn1c(SCc2cc([N+](=O)[O-])cc3c2OCOC3)nnc1-c1cccnc1
3%	O=C(NCCN1CCOCC1)c1cc(Sc2ccccc2Cl)nc2ccccc12
0%	CC(OC(=O)C1CSC2(c3ccc(F)cc3)CCC(=O)N12)C(=O)NC(N)=O (stereo unspecified)
8%	CC(=O)c1cccc(NC(=O)CSCc2ccc(Br)cc2)c1
2%	CCc1c(C(=O)N/N=C/c2cn[nH]c2-c2ccc(F)cc2)csc1C
-2%	CN(C)S(=O)(=O)N1CCC(Oc2ccc(C(=O)NC3CCCCC3)cc2)CC1
-5%	Cc1nc2ncnn2c(C)c1Cc1ccc(Cl)cc1F
14µM*	COC1=C(Nc2ccccc2OC)C(=O)c2ccccc2C1=O
4%	CCOC(=O)c1sc(NC(=O)CSc2nnc(C(C)C)n2C)nc1C
-2%	COCc1ccc(C(=O)N2CCc3c([nH]c4ccccc34)C2c2ccccn2)s1 (stereo unspecified)
-8%	CCN(CC)c1ccc(N=Cc2ccccc2[N+](=O)[O-])cc1

# Structural class, the compounds so far containing bromine.
ERK EGF inh	SMILES
13%	Brc1ccc(N=Cc2ccccn2)cc1
0%	COc1cccc2cc(C(=O)NNC(=O)c3ccc(Br)cc3)c(=O)oc12
5%	O=C(/C=C/c1ccco1)Oc1cc(Br)cc(/C=N/NC(=O)c2ccccc2O)c1
13%	N/C(=N\OC(=O)CN1C(=O)c2ccccc2C1=O)c1ccc(Br)cc1
8%&-36%	CCN1C(=O)N[C@@H](c2ccc(Br)cc2)C(C(=O)OC)=C1C
8%	CC(=O)c1cccc(NC(=O)CSCc2ccc(Br)cc2)c1

# Next records:
ERK EGF inh	SMILES
3%	CCC(C)(C#CCN1CCCCC1)OC(C)=O (stereo unspecified)
9%[57.5 µM]	NNC(=O)c1cccnc1Oc1ccccc1
7%[57.5 µM]	CC1CCCCN1c1nnc(N)s1 (stereo unspecified)
-1%	CC(C)c1ccccc1NC(=O)COC(=O)Cc1c[nH]c2ccccc12
-5%	CNc1cc(CSc2ccc(Cl)cc2)nc(C)n1
-9%	COc1ccc(/C=C/c2ccncc2)cc1OC
7%	C/C(=N/NC(=O)c1ccco1)c1cccc(NC(=O)c2ccc(C)s2)c1
-3%	Cc1cc[n+](-c2[nH]c(=O)sc2/C=N/NC([S-])=Nc2ccccc2)cc1
-1%	CCOC(=O)C1CCN(c2ncnc3c2c(-c2ccccc2)cn3-c2ccc(C)cc2)CC1
-7%[57.5 µM]	COc1ccc(-c2cc(C(=O)N3CCOCC3)c3cc(C)ccc3n2)cc1
-9%	COc1cccc(CC(=O)Nc2ccc3nc(C)sc3c2)c1
-10%[57.5 µM]	Cc1ccc2c(c1)Sc1c(ccc3ccccc13)N2
2%[57.5 µM]	CCN1CCN(Cc2ccc(NC(=O)c3cc(NC(=O)c4ccno4)cc(OC)c3)cc2C(F)(F)F)CC1
-10%[57.5 µM]	O=C(CCCn1c(=O)[nH]c2ccccc2c1=O)NCCSCc1ccccc1
4%	Nc1ccc(S(=O)(=O)c2ccc(N)c(N)c2)cc1
16µM*	O=C1C(Cl)=C(Nc2ccc3cn[nH]c3c2)C(=O)c2ccccc21
-8%	Cc1ccnc(NC(c2ccccc2O)c2oc(CO)cc(=O)c2O)c1 (stereo unspecified)
1%	O=C(/C=C/c1cccs1)N1CCN(c2ccc(O)cc2)CC1
